TSHR antag – antagonists of human thyroid stimulating hormone receptor; activity change, negative = inhibition, % at 11.5 µM; P16473; AID 504810; 330,000 compounds, 0.2% hits; TSHR-expressing cells, TSH-stimulated cAMP HTRF, 2 h; active compounds read low;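 active means activity change below a set negative limit, meaning inhibition stronger than a set level, cut at about -70% in these data; inconclusive means activity change between two set negative limits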; further: on the % scale 0 is the no-effect control and ±100 the full control effect
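Cell-based HTRF cAMP assay; TSHR cells + compound, TSH EC80 (4nM final), 2 h, 37 deg C. Lysis with anti-cAMP cryptate and cAMP-d2, 30 min RT, read 665/620 nm.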
Eya2 phos inh – blocks the phosphatase activity of human Eya2; recombinant Eya2, OMFP fluorescence dephosphorylation (OMFP is methylfluorescein phosphate); O00167; Potency, µM (highest dose often 76.9 µM), without a hit: top-dose activity, negative = inhibition, most hits filed as inhibitors; 330,000 compounds, 0.006% hits; further: potency means the concentration at half of the fitted maximal effect; on the % scale 0 is the no-effect control and ±100 the full control effect
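Eya2 (0.2 uM) preincubated 10 min at ambient with compound, then OMFP substrate added at 50 uM; 10 min reaction in 50 mM HEPES pH 7.5, 50 mM NaCl, 5 uM MgCl2, 0.05% BSA, 1 mM DTT. Fluorescence read at Ex 485/Em 525 nm.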
AT treatment – potential ataxia-telangiectasia treatments restoring KAP-1 phosphorylation; […] A-T fibroblasts, KAP-1 phosphorylation AlphaLISA; neocarzinostatin DNA damage 30 min before lysis; 320,000 compounds, 0.19% hits; AID 485349; Potency, µM (doses to about 57.5 µM), inactives show at the highest dose activation, usual class: activators; further: potency means the concentration at half of the fitted maximal effect; % of control where 0% means no effect; nearly all actives have a fitted effect of over 45% in size
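hTERT-immortalized A-T patient fibroblasts ([…]), 500 cells/well in OPTI-MEM, 1% FBS, got compounds for 60 min, then NCS for 30 min at 37C. Lysates were then assayed for phospho-KAP-1 by AlphaLISA (anti-pKAP1 donor, anti-KAP1 acceptor beads), 6 hr at 25C.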
Integrin act MD – integrin-mediated muscular dystrophy alleviation activation. alpha7betagal myoblasts, beta-gal FDG fluorescence, 48 h. Potency, µM (series often up to 38.3 µM), without a hit: top-dose activation, most hits filed as activators. 350,000 compounds, 0.064% hits. AID 624291;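 further: potency means the concentration at half of the fitted maximal effect; 100% = response of the positive control SU9516; nearly all actives have a fitted effect of over 60% in size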
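Alpha7betagal+/- myoblasts (passage 13) were plated 16-24 hr, then exposed to compounds (1:260 dilution of DMSO stock) for 48 hours at 37C. After MPER lysis, β-galactosidase reporter activity was read as FDG fluorescence (ex 480/em 540) after 30 minutes.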
TSG101-PTAP inh – blocks PTAP/TSG101 interaction to inhibit HIV-1 budding | Q99816 | Fluorescence polarization, FITC-PTAP peptide / Tsg101 binding | Potency, µM (titrated, usually from 115 µM), without a hit: at the top dose activity change, negative = inhibition, usual class: inhibitors | 340,000 tested, under 10 active | AID 493005; active means well fitted inhibition curve with a large enough effect in the main read-out, with a control signal flat, not every such curve was filed as active; inconclusive means small, poorly fitted or top-dose-only effect, or effect the other way, or a change in a side signal; inactive means no such curve, though single readings can be large or run the other way; further: potency means the concentration at half of the fitted maximal effect; % of control where 0% means no effect
Target sequence (Q99816 whole entry, looked up): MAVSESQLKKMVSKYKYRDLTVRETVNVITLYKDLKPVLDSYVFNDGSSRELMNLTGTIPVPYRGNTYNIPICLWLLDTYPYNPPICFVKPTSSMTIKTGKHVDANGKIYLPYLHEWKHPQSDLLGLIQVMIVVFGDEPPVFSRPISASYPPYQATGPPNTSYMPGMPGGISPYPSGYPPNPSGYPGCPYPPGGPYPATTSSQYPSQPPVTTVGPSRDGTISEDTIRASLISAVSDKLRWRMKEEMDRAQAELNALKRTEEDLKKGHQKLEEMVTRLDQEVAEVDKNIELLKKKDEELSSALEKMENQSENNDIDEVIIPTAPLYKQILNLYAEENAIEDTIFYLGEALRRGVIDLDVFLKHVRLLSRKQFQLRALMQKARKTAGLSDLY
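Tsg101 binding domain (10 uM final) was mixed with compound and a FITC-labeled PTAP peptide (50 nM final) in HEPES pH 7.5 buffer with NaCl, Tween 20, EDTA and TCEP; fluorescence polarization was read after 20 min at r.t.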
ELG1 repair inh – ELG1-dependent DNA repair inhibition; HEK293T ELG1-luciferase reporter, luminescence, 16 h; DNA damage induced by 5-fluorouridine; 330,000 compounds, 2.3% hits; Potency, µM (series often up to 46.1 µM), without a hit: at the top dose activity change, negative = inhibition, most hits filed as inhibitors; AID 504467; further: potency means the concentration at half of the fitted maximal effect; on the % scale 0 is the no-effect control and ±100 the full control effect; nearly all actives have a fitted effect of over 55% in size
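Step one: seed 2,000 cells per well. Step two: pin-transfer compound or DMSO alongside 5-fluorouridine. Step three: incubate 16 hr, 37 °C, 5% CO2. Step four: add ONE-Glo, wait 30 min, read luminescence.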
BCR signal inh – chronic active BCR signaling inhibition; ABC-DLBCL IkBa-CBG/CBR reporter, luminescence ratio, 4 h; Potency, µM (top dose mostly 46.1 µM), for the others: top-dose ratio change, negative = lower green/red ratio, actives largely listed as inhibitors; 340,000 compounds, 0.05% hits; AID 493014; active means well fitted inhibition curve with a large enough effect in the signal ratio, with a control signal flat, not every such curve was filed as active; inconclusive means small, poorly fitted or top-dose-only effect, or effect the other way, or a change in a side signal; the % refers to the signal ratio;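 further: potency means the concentration at half of the fitted maximal effect; plate controls were basal doxycycline-induced cells for no effect and cells given 10 µM MG132 for full effect; MG132 reads +100%, hits lower the ratio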
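TMD8 human ABC-DLBCL cells with doxycycline-inducible IκBα–green luciferase fusion and unfused red luciferase, in 0.5% FBS medium; compounds up to 46 uM, 4 h at 37C. Green/red luminescence ratio, filter-overlap corrected, fitted to concentration-response curves.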
S-ASM inh – human S-ASM enzyme inhibition; P17405; placental ASM, HMU-PC fluorogenic substrate, 60 min; Potency, µM (highest dose often 57.5 µM), for inactives: at the highest dose activity change, negative = inhibition, hits mostly inhibitors; 340,000 compounds, 0.006% hits; further: potency means the concentration at half of the fitted maximal effect
Target sequence (P17405 47-631 limits assumed): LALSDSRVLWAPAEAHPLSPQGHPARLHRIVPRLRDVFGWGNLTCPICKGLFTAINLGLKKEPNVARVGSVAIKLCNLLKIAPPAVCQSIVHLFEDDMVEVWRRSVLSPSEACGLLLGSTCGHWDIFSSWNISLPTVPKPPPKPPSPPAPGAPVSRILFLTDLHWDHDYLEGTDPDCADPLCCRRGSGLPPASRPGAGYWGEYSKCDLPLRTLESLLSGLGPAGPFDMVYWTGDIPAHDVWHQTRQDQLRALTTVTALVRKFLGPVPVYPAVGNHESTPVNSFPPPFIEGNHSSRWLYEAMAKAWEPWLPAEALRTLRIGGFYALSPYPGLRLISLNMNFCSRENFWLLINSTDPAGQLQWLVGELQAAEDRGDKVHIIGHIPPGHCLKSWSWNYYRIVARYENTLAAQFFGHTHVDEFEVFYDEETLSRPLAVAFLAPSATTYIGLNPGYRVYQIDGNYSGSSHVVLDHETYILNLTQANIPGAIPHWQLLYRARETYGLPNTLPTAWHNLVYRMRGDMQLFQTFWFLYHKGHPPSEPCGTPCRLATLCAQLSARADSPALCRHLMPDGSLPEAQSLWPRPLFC
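Human placenta-derived ASM preincubated with compound 10 min at room temperature, then reacted with 9 uM (final) fluorogenic HMU-PC substrate for 60 min at 37 C. Stop solution raises pH to 10; fluorescence read at Ex 386/Em 447 nm.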
Tb PFK inh – blocks T. brucei phosphofructokinase. O15648. T. brucei PFK, ADP-Glo luminescence. Potency, µM (doses to about 57.5 µM), for the others: top-dose activity, negative = inhibition, actives largely listed as inhibitors. 330,000 compounds, 0.17% hits. AID 485367;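 further: potency means the concentration at half of the fitted maximal effect; 0% = uninhibited 1x PFK enzyme wells and -100% = no-enzyme wells; nearly all actives have a fitted effect of over 60% in size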
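ADP-Glo luminescence quantified ADP after 45 min at room temperature, with 1.25 nM T. brucei PFK, 0.1 mM ATP and 0.5 mM fructose-6-phosphate in pH 8.0 TEA buffer. qHTS titrations up to 57 µM; curves classified by quality.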
TCR act – activates T cell receptor signaling; primary human leukocytes, anti-CD3, IL-2 HTRF, 48 h; Potency, µM (doses to about 9.22 µM), without a hit: top-dose activation of IL-2 secretion, most hits filed as activators; 330,000 tested, under 10 active; AID 504894; further: % of control where 0% means no effect
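48 hr co-incubation of compounds, a-CD3 beads and primary human leukocytes; IL-2 quantified homogeneously by HTRF with anti-IL-2 K and d2 conjugates.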
Mito fusion act – inhibitors of mitochondrial division or activators of mitochondrial fusion; S. cerevisiae fusion-defective mutant growth rescue, CellTiterGlo 48 h; Potency, µM (top dose mostly 46.1 µM), for inactives: at the highest dose growth rescue (activation), most hits filed as activators; 320,000 compounds, 0.23% hits; AID 485298;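 further: potency means the concentration at half of the fitted maximal effect; % of control where 0% means no effect; nearly all actives have a fitted effect of over 45% in size; temperature-sensitive fusion mutants such as fzo1-1 at 37 °C on non-fermentable ethanol glycerol medium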
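Growth-rescue viability read-out: after 48 h at the non-permissive 37C in glycerol/ethanol YPEG, yeast mitochondrial fusion mutants are measured by CellTiterGlo luminescence; compounds (23 nl pinned per well) restoring growth score as division inhibitors or fusion activators.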
Active calls of the source: *; u = inconclusive; x = no result given; [ ] = remark or other dose. Unless noted, the call rests on the fitted dose curve; in most records, active means well fitted curve in the direction sought with a large enough effect; inconclusive means small, poorly fitted or top-dose-only effect, or another doubt; inactive means no such curve, though single readings can be large; an effect the other way counts as inactive or inconclusive.

SMILES	TSHR antag	Eya2 phos inh	AT treatment	Integrin act MD	TSG101-PTAP inh	ELG1 repair inh	BCR signal inh	S-ASM inh	Tb PFK inh	TCR act	Mito fusion act
CCOC(=O)/C=C1\SCC(=O)N1CC(=O)NC(c1ccccc1)c1ccccc1	0	-2%	2%	0%	0%	-15%	-2%	-9%	1%	4%[46.1 µM]	-6%
CCCn1nnnc1NC(=O)COc1ccc(Cl)c(C)c1	11	7%	-4%	-5%	-2%	9%	3%	-2%	2%	-11%[46.1 µM]	0%
O=C(NCC1CCCO1)c1cnc(Cl)c(Cl)c1 (configuration not stated)	-11	3%	17%	13%	-3%	3%	8%	1%	6%	6%	27%
C/C(=N\NC(=O)CSCc1ccccc1Cl)c1cc(O)ccc1O	-6	4%	-5%	-44%	1%	18µM*	u	-8%	-5%	-1%	-3%
O=C(CN1CCCC1=O)NC1(C(F)(F)F)NC(=O)N(Cc2ccccc2)C1=O (configuration not stated)	6	18%	2%	-7%	-7%	8%	-7%	-1%	-7%	x	1%
COc1ccccc1N(CC(=O)NC1CCCCC1)C(=O)c1csnn1	16	2%	-2%	13%	-1%	4%	u	1%	-4%	8%[46.1 µM]	-1%
COc1ccc(N2CS(=O)CC2=O)cc1 (configuration not stated)	10	-4%	4%	3%	-1%	u	u	2%	-1%	-1%	-2%
CN1C(=O)c2cccc3c(S(=O)(=O)Nc4ccccn4)ccc1c23	-7	1%	x	26%	-4%	u	u	0%	-5%	-1%[46.1 µM]	-3%
COc1ccc(S(=O)(=O)c2nnn(-c3cccc(Cl)c3)c2N)cc1	-6	4%	-1%	-4%	6%	-23%	3%	0%	-4%	-2%	-5%
O=C1C=C(c2ccc(Oc3ccccc3)cc2)C[C@@H](c2ccc(Cl)cc2)C1	-6	3%	16%	-9%	-5%	-3%	12%	-8%	-2%	7%	21%
S=C(NCc1ccccc1)Nc1nccs1	-2	4%	3%	11%	1%	13%	-3%	-4%	-2%	1%	-10%
COCc1c(C(=O)NCC2COc3ccccc3O2)oc2ccccc12 (configuration not stated)	-5	7%	3%	0%	-2%	-7%	2%	-1%	-1%	-6%	19%
NNC(=O)c1ccc2ccccc2n1	-2	-14%	-2%	-32%	-4%	u	u	3%	1%	-4%	-19%
Cc1ccccc1CS(=O)(=O)Cc1ccc(C(=O)NCc2ccco2)o1	-4	4%	-1%	1%	0%	-13%	7%	1%	0%	-2%	-2%
CC12CCC(=O)N1C(C(=O)Nc1nc(-c3cc(F)ccc3F)cs1)CS2 (configuration not stated)	19	-20%	-7%	7%	-1%	2%	u	1%	3%	1%	3%
Cn1c(CNC2CCCCC2)nc2ccccc21	1	-1%	11%	-13%	-4%	6%	5%	0%	1%	6%	-7%
COc1ccc(C)cc1NC(=O)Nc1ccc2c(c1)CCC2	-7	-12%	6%	u	-3%	9%	u	-3%	1%	0%	-3%
O=C(CN1C(=O)/C(=C\c2ccccc2Br)Oc2ccccc21)NCCCN1CCOCC1	-6	3%	4%	-14%	0%	8%	u	0%	1%	-1%	-10%
CCC(C)N(C(=O)COc1ccc(NC(C)=O)cc1)C1CCS(=O)(=O)C1 (configuration not stated)	3	7%	3%	-12%	-5%	3%	0%	-1%	-1%	1%	-2%
CCOc1ccc(C(=O)CCC(=O)Nc2ncccc2O)cc1	0	6%	0%	9%	-5%	u	-1%	11%	2%	8%	-5%
O=C(c1ccncc1)N1N=C2CCCCCC2C1(O)C(F)(F)F (configuration not stated)	-11	0%	3%	-7%	-6%	-29%	-1%	6%	4%	-11%	3%
O=C(CNCC1CCCCC1)Nc1ccc(N2CCCCC2)cc1	5	1%	-3%	x	x	4%	-1%	x	-1%	x	-2%
COc1ccc(S(=O)(=O)N2CCC(n3cnc4ccccc43)CC2)cc1	8	8%	-1%	-27%	-4%	u	-4%	1%	-3%	-1%	-3%
CCOc1cc(CNn2cnnc2)cc(Br)c1OCC(=O)NC1CCCCC1	-12	-9%	0%	28%	-1%	-25%	-22%	0%	-1%	-2%[46.1 µM]	1%
CCCCN(CC)S(=O)(=O)c1ccc(C(=O)N(CCCN(C)C)c2nc3cc(C)cc(C)c3s2)cc1	-3	-4%	0%	-71%[inhibitor]	-3%	-13%	-13%	-19%	-1%	-12%	5%
COc1cc(C2C(C#N)=C(N)OC3=C2C(=O)CC(C)(C)C3)cc([N+](=O)[O-])c1O (configuration not stated)	-17	3%	-12%	-11%	-6%	-18%	u	-2%	2%	-4%	7%
C#CCNC(=O)C1=C[C@@H](C2CCCCC2)[C@H](CCCO)[C@@H](OCC)O1	3	-14%	-3%	6%	x	11%	19%	12%	-3%	4%	3%
O=C(c1ccc(Br)cc1)N1CCC2(CC1)NCCc1[nH]cnc12	18	-4%	1%	-38%[inhibitor]	-2%	3%	2%	10%	11%	11%	-4%
O=C(Cn1c(=O)oc2cc(S(=O)(=O)N3CCCCCC3)ccc21)NC1CCCCC1	17	-5%	6%	6%	0%	17%	u	-5%	0%	-5%	-5%
COc1ccc(C(c2nnnn2C(C)(C)C)N2CCN(c3nc4ccccc4s3)CC2)cc1 (configuration not stated)	-11	-3%	-3%	-23%	0%	u	0%	-3%	-3%	-7%	10%
CCOc1cc(S(=O)(=O)NCCc2ccc(OC)c(OC)c2)c(OCC)cc1-n1cnnn1	-3	-30%	2%	0%	-6%	0%	u	3%	0%	-2%	1%
Cc1cc(NC(=O)CN2C(=O)NC(C)(c3ccc(OC(F)F)cc3)C2=O)no1 (configuration not stated)	6	-11%	-11%	-11%	-4%	-5%	-4%	-4%	-6%	6%	1%
O=C(NCCc1ccccc1)C1CCC(=O)N(Cc2ccc(Cl)cc2)C1 (configuration not stated)	7	-8%	-1%	-7%	-5%	1%	0%	3%	0%	4%	1%
N#Cc1ccccc1OCc1nnc(-c2ccccc2Br)o1	37	-9%	17%	1%	-3%	u	-2%	-1%	-14%	-33%	12%
Clc1ccc(-c2cc(CSc3ccccc3)on2)cc1	6	-12%	9%	11%	-1%	u	-11%	0%	1%	-6%	3%
CCCCCCNc1cc2n(c(=O)n1)CCc1cc(OC)c(OC)cc1-2	-6	-6%	-5%	u	-1%	-2%	-6%	44%[activator]	-5%	-1%	1%
CC(NCCC(c1ccccc1)c1ccccc1)c1ccccc1 (configuration not stated)	-5	-3%	14%	x	-5%	u	u	-3%	1%	0%	-20%
CCN1CCN(CCOc2ccc(Cl)cc2)CC1	26	-3%	11%	-36%[inhibitor]	-2%	-1%	-4%	-2%	-22%	1%	4%
CCN(CC(=O)Nc1ccccc1OC)C(=O)c1cccc(-n2cccc2)c1	-3	-4%	5%	30%	0%	-1%	3%	-1%	-2%	-6%	5%
Cc1ccc(NC(=O)CN(C)S(=O)(=O)c2cccs2)cc1F	25	-6%	2%	2%	-3%	u	u	-1%	3%	-58%	-2%
Cc1ccc(NC(=O)COC(=O)c2cccc(C)c2[N+](=O)[O-])cc1S(=O)(=O)N1CCCCC1	-45	4%	7%	-4%	0%	u	-4%	-2%	-1%	1%	x
C/C(=N/NS(=O)(=O)c1ccc(Br)cc1)c1ccc(C)o1	9	-23%	-2%	25%	-5%	25%	-4%	0%	1%	-11%[46.1 µM]	-19%
COc1ccccc1CC(NC(C)=O)C(=O)NC1CCN(S(=O)(=O)c2ccccc2)CC1 (configuration not stated)	5	-12%	7%	8%	1%	20%	4%	7%	1%	4%	5%
Cc1cc(-c2ccccc2)nc(SC(C(=O)O)c2ccccc2)n1 (configuration not stated)	-15	-8%	-3%	-10%	-6%	3%	4%	-3%	4%	-4%	2%

Assay outcomes (PubChem)
